Bioassay records (PubChem)
INS promoter inh: TRM-6 insulin promoter activity inhibition; TRM-6 cells (human fetal islet line), insulin promoter-eGFP reporter, imaging; reporter expression induced with tamoxifen; inhibition, % at 2 µM; hit rate 0.9% among 130,000;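 active = inhibition above the mean plus 3 SD, with well images judged a real hit on visual review, cut at about 60% in these data, passing the limit was not always enough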
sdo1 growth: compounds rescuing growth of sdo1-depleted yeast, bone marrow failure model | S. cerevisiae sdo1-depleted JHY4D growth rescue, OD600 30 h; hits give high values; pdr5 snq2 efflux-pump mutant strain | z-score at 10 µM | hit rate 0.21% among 140,000 | AID 817;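 active = z-score above 3 at both the 24 hr and the 30 hr optical density reads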;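 also: z-score against mean and SD of all compound wells on the same plate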
sdo1 growth Rescue 24 h: second read-out of sdo1 growth, no call of its own (marks repeat the call); z-score; S. cerevisiae sdo1-depleted JHY4D growth rescue, OD600; measured here: growth rescue at 24 h;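 0 is the plate mean of compound wells and units are plate SD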
* = called active by the depositor; . = no result given.

SMILES | INS promoter inh | sdo1 growth | sdo1 growth Rescue 24 h
COc1ccc(S(=O)(=O)Nc2ccc(C)cc2)cc1N(C)S(=O)(=O)c1ccc(Cl)cc1 | . | -1.3 | -1.3
NC(=O)COc1ccccc1/C=C1/SC(=O)N(CC(=O)N2CCc3ccccc3C2)C1=O | . | 2.4 | 2.6
O=C(Cn1c(=O)oc2cc(S(=O)(=O)N3CCCC3)ccc21)N1CCN(c2ccccn2)CC1 | . | 1.3 | 3.3
CC(C)(C)OC(=O)N/N=C\c1ccc(OC(=O)c2cccs2)cc1 | -17 | 0.5 | 0.22
COc1cc(-c2c(C#N)c(N)nc(SCc3ccncc3)c2C#N)cc(OC)c1OC | . | -1.6 | -1.1
CC1CCCCN1CCNC(=O)CN1C(=O)COc2ccccc21 (stereo not given) | . | 1.6 | 1.2
COc1ccc(-n2c(NC(=O)c3ccc(Br)o3)c(C#N)c3nc4ccccc4nc32)cc1 | 16 | 0.26 | 0.3
COC(=O)N/N=C(\C)c1cccc(C(F)(F)F)c1 | -12 | . | .
CC1CC(=O)c2cnc(N)nc2C1 (stereo not given) | -6 | 1 | 1.8
CC(C)NC(=O)NC(=O)COC(=O)CCCSc1nc2ccccc2s1 | . | -0.2 | -0.3
C[n+]1ccn(CC(=O)c2ccc(Br)cc2)c1 | 31 | -0.03 | -1.3
COc1ccc(C2c3c(ccc4ccccc34)Oc3ncn4nc(Cc5ccccc5)nc4c32)cc1OC (stereo not given) | . | 0.16 | 0.06
CC(=O)[C@H]1[C@H](c2cccc(Cl)c2)C(C#N)(C#N)[C@@H]2c3ccccc3C=CN21 | . | -1.1 | -0.94
CCCn1c(=N)n(CC(=O)c2ccco2)c2ccccc21 | 55 | -0.44 | -0.75
c1ccc(CN(Cc2ccccc2)c2nn[nH]n2)cc1 | 15 | . | .
COc1ccc(C=O)cc1Cn1c(C)cc(C)c(C#N)c1=O | -5 | . | .
COc1ccc(OC)c(NC(=O)c2ccc(NS(=O)(=O)c3c(C)noc3C)cc2)c1 | . | 0.32 | -0.42
Cc1ccc(CNC(=O)c2cn(C3CCCCC3)c(=O)c3c2c2ccccc2n3C)o1 | -3 | -2.3 | -1.8
CCOC(=O)c1sc(NC(=S)NC(=O)c2ccccc2)nc1C | -11 | . | .
CCSc1nnc(N(CCC#N)CCC#N)s1 | 22 | 0.71 | 1.2
CN1CCN(NC(=O)c2cc(S(=O)(=O)N3CCOCC3)c(Cl)cc2Cl)CC1 | 3 | -0.24 | -0.78
CCn1c(=O)cc(OCC(=O)NCCCN2CC(C)CC(C)C2)c2ccccc21 (stereo not given) | -43 | -0.23 | -0.96
C=CCSC1=C(C#N)C(c2ccc(OCC)cc2)CC(=O)N1 (stereo not given) | . | -0.7 | -0.69
CCCOc1ccc(C(=O)NNC(=S)NC(=O)c2cc(-c3ccccc3)nc3ccccc23)cc1 | -46 | 0.37 | 0.75
N#CC(C#N)=NNc1ccc(S(=O)(=O)N2CCCC2)cc1 | -7 | 0.59 | 0.71
COc1ccc(C(c2nnnn2CC2CCCO2)N2CCN(c3cccc(C)c3C)CC2)cc1 (stereo not given) | 6 | -1.4 | -1.4
COCCCNC(=O)c1cccc(C(=O)NCCCOC)c1 | . | 0.87 | 0.76
C/C(Cl)=C/CN1C(=O)C2C3C=CC(C3)C2C1=O (stereo not given) | 10 | -0.48 | -0.13
Cc1cc(C)nc(SCc2ccc(C(=O)O)o2)n1 | . | -0.25 | -0.97
Cc1nn(-c2ccccn2)c2c1C(c1ccsc1)C1=C(CCCC1=O)N2 (stereo not given) | -126 | -1.5 | -0.92
CCCn1c(=O)c2[nH]c(C3CCCC3)nc2n(CCC)c1=O | -41 | 0.44 | 0.04
N#Cc1ccc(-c2nnnn2-c2ccc3c(c2)OCO3)cc1 | -67 | 0.53 | 0.49
CN/C=C1\C(=O)C(C)(C)Oc2ccc3ccc(=O)oc3c21 | 0 | -0.6 | -0.67
COC(=O)c1sc2ncccc2c1OCc1cccc(Cl)c1 | 17 | -1.2 | -0.84
CC1=C(C(=O)OCc2ccccc2)C(c2ccsc2)C(C#N)=C(N)O1 (stereo not given) | 0 | -0.34 | 1.4
CCOC(=O)c1[nH]c(C)c(C(=O)OCCN2C(=O)c3ccccc3C2=O)c1C | . | -0.96 | 1.1
COc1cc(/C=C/C(=O)OCC(=O)NC(=O)NC(C)C)ccc1OCC#N | 37 | 0.72 | -0.03
COC(=O)C1CCCN1S(=O)(=O)c1ccc2ccccc2c1 (stereo not given) | . | 0.4 | 1.2
CCOc1ccc(-c2ccc(SCC(=O)N3CCOCC3)nn2)cc1 | -131 | . | .
Cc1cc(=O)[nH]c(SCC(=O)/C=C2\N(C)c3ccccc3C2(C)C)n1 | -208 | -0.17 | 0.17
Cc1cnccc1CN(C)C(=O)CC1C(=O)NCCN1CC1CCCCC1 (stereo not given) | 27 | . | .
Cc1ccc(N(CC(=O)NCCSCc2ccco2)S(C)(=O)=O)cc1 | -14 | -1.1 | -0.9
CCN(CC)CCNC(=O)c1nn(-c2ccc(C)cc2)c(=O)c2c1c1ccccc1n2C | -51 | -1 | -1.4
CCOC(=O)c1sc(NC(=O)CSc2nncs2)c(C(=O)OCC)c1C | . | -1.6 | -1.6
Cc1nn(-c2ccccc2)c2c1P(=O)(O)/C(=C1\N(C)c3ccccc3C1(C)C)C=N2 | . | -0.23 | -0.03
O=C(O)c1ccc(NS(=O)(=O)c2ccc(Cl)c(Cl)c2)cc1O | . | 0.59 | 0.13
COCCn1c(SCC#N)nnc1-c1ccccc1 | -19 | 0.09 | 0.15
CCOC(=O)c1c(NC(=O)COC(=O)c2nc(Cl)ccc2Cl)sc2c1CCC2 | 3 | -0.5 | -0.46
Cc1ccc2nc3nc(NCC4CCCO4)c(C(=O)NC4CCCC4)cc3c(=O)n2c1 (stereo not given) | . | 1.5 | 1.3
CCC(C)c1ccccc1NC(=O)CN1CCN(C/C=C/c2ccccc2)CC1 (stereo not given) | 8 | -0.19 | 0.47
C=CCNC(=S)NNC(=O)CSc1nc2ccccc2s1 | 38 | -0.1 | 0.22
CC1=CC(C)(C)N2C(=O)C3(C(C#N)=C(N)Oc4cc(O)ccc43)c3cccc1c32 (stereo not given) | -33 | -0.12 | -0.5
O=C(O)CCc1ccc(-c2cccs2)n1NC(=O)c1ccc(Cl)cc1Cl | -3 | 1.1 | 0.53
CC(CNc1ccc([N+](=O)[O-])cc1)NC(=O)c1ccccc1Br (stereo not given) | 17 | -0.49 | -0.43
O=C(O)/C=C/c1ccc(OCc2cccc(F)c2)cc1 | 20 | . | .
CC(NC(=O)COC(=O)CCc1ccccc1)c1ccccc1 (stereo not given) | 48 | -1.2 | -2.2
COCc1nnc(NC(=O)c2ccccc2Oc2ccccc2)s1 | -42 | . | .
COc1ccc(C2CC(c3ccccc3)=NN2C(=O)COC(=O)CNC(=O)c2ccccc2)cc1 (stereo not given) | 44 | -0.73 | -1.1
O=C(Nc1cccc(C(=O)N2CCCC2)c1)c1ccccc1 | 26 | -0.01 | -1
Cc1cccc(C(=O)NC(=S)Nc2ccc(S(=O)(=O)N3CCCCC3)cc2)c1 | 14 | -0.36 | 0

15 compounds out of the list, sorted by formula weight, ascending:
SMILES | INS promoter inh | sdo1 growth | sdo1 growth Rescue 24 h
O=C(O)/C=C/c1ccc(OCc2cccc(F)c2)cc1 | 20 | . | .
COCCn1c(SCC#N)nnc1-c1ccccc1 | -19 | 0.09 | 0.15
O=C(Nc1cccc(C(=O)N2CCCC2)c1)c1ccccc1 | 26 | -0.01 | -1
CC(NC(=O)COC(=O)CCc1ccccc1)c1ccccc1 (stereo not given) | 48 | -1.2 | -2.2
C=CCNC(=S)NNC(=O)CSc1nc2ccccc2s1 | 38 | -0.1 | 0.22
COCc1nnc(NC(=O)c2ccccc2Oc2ccccc2)s1 | -42 | . | .
O=C(O)c1ccc(NS(=O)(=O)c2ccc(Cl)c(Cl)c2)cc1O | . | 0.59 | 0.13
CC(CNc1ccc([N+](=O)[O-])cc1)NC(=O)c1ccccc1Br (stereo not given) | 17 | -0.49 | -0.43
CCC(C)c1ccccc1NC(=O)CN1CCN(C/C=C/c2ccccc2)CC1 (stereo not given) | 8 | -0.19 | 0.47
O=C(O)CCc1ccc(-c2cccs2)n1NC(=O)c1ccc(Cl)cc1Cl | -3 | 1.1 | 0.53
CCOC(=O)c1sc(NC(=O)CSc2nncs2)c(C(=O)OCC)c1C | . | -1.6 | -1.6
Cc1nn(-c2ccccc2)c2c1P(=O)(O)/C(=C1\N(C)c3ccccc3C1(C)C)C=N2 | . | -0.23 | -0.03
Cc1ccc2nc3nc(NCC4CCCO4)c(C(=O)NC4CCCC4)cc3c(=O)n2c1 (stereo not given) | . | 1.5 | 1.3
CCOC(=O)c1c(NC(=O)COC(=O)c2nc(Cl)ccc2Cl)sc2c1CCC2 | 3 | -0.5 | -0.46
COc1ccc(C2CC(c3ccccc3)=NN2C(=O)COC(=O)CNC(=O)c2ccccc2)cc1 (stereo not given) | 44 | -0.73 | -1.1

Record cards (already shown). Values in the order: INS promoter inh | sdo1 growth | sdo1 growth Rescue 24 h
Cc1cc(=O)[nH]c(SCC(=O)/C=C2\N(C)c3ccccc3C2(C)C)n1 across the screens: -208 | -0.17 | 0.17
COCc1nnc(NC(=O)c2ccccc2Oc2ccccc2)s1 across the screens: -42 | . | .

Next part:
SMILES | INS promoter inh | sdo1 growth | sdo1 growth Rescue 24 h
O=C(NCC(=O)N(Cc1ccc(F)cc1)C(C(=O)NC1CCCC1)c1ccco1)c1ccco1 (stereo not given) | . | -0.84 | -0.64
CCCOc1ccc(/C=N/NC(=O)CSCc2ccc([N+](=O)[O-])cc2)cc1OCC | 36 | 0 | 0.37
Cc1ccc2cc(CN(Cc3ccc4c(c3)OCO4)Cc3nnnn3Cc3ccco3)c(=O)[nH]c2c1C | -44 | -0.34 | -0.39
O=C(c1cccc([N+](=O)[O-])c1)n1nc(-c2ccccc2)nc1NCc1ccccc1 | . | 0.88 | 1.1
C#CCNc1c2c(nc3nnnn13)CCCC2 | 25 | . | .
COc1ccccc1OCC(=O)Nc1oc(-c2ccccc2)c(-c2ccccc2)c1C#N | 60 | -0.33 | 0.14
COc1ccc(-c2cn3cccnc3n2)cc1NC(=O)C1CCCC1 | . | 0.1 | -0.64
Cc1cc(N2CCCN(C)CC2)nc2cc(Cl)ccc12 | 0 | -1.1 | -0.9
C(#CC12CC3CC(CC(C3)C1)C2)CN1CCOCC1 | 24 | . | .
Cc1ccn(CCSCC(=O)O)n1 | 15 | 0.54 | 0.44
O=S(=O)(c1c(F)cccc1F)N1CCN(C(=S)NCc2ccc3c(c2)OCO3)CC1 | 27 | . | .
Cc1oc(-c2ccccc2Cl)nc1CSCC(=O)NC1CCCC1 | 0 | -1.6 | -1.6
COc1cccc(Nc2nnc(SCc3cc([N+](=O)[O-])cc4c3OCOC4)s2)c1 | 24 | -0.05 | -0.35
CCOC(=O)C1CCN(C(=O)COc2cc(C)c(Br)c(C)c2)CC1 | 17 | -1.2 | -1.4
CCOc1cnn(-c2cc(Oc3ccc(C)cc3)ncn2)c(=O)c1Cl | -12 | 0.91 | 1.4
Cc1ccc(C(=O)c2ccccc2C(=O)OCC(=O)NCCc2ccc(Cl)cc2Cl)cc1 | -47 | -0.51 | 0
CCOC(=O)c1cnc2nc[nH]n2c1=O | -5 | 1.4 | 0.79
COCCCn1c(C)csc1=Nc1cccnc1 | . | -0.25 | -0.73
O=C(CSc1nnc(-c2ccco2)o1)N1CCOCC1 | . | 0.08 | -0.4
O=C1CCCc2c1[nH]c1ccc(Cl)cc21 | 40 | -0.06 | -0.44
Cc1ccc(C(=O)Nc2cccc([N+](=O)[O-])c2)cc1S(=O)(=O)Nc1ccc(NC(=O)c2ccccc2)cc1 | 36 | -0.25 | -0.24
CCN(CCCNC(=O)c1[nH]c(C)c(C(C)=O)c1C)c1cccc(C)c1 | . | -0.6 | -0.71
O=C(Nc1ccc(F)cc1)N1CCc2ccccc2C1 | -22 | . | .
O=C(OCc1ccc(Br)cc1)c1cccc(-c2nnc(-c3ccccc3)o2)c1 | . | -0.89 | -0.4
CCOc1ccc(CNC(=O)c2ccc(Sc3ccc(C)cc3)c(NC(C)=O)c2)cc1OC | -14 | -0.08 | 0.54
CCOP(=O)(OCC)C(Nc1ccccn1)c1ccccc1 (stereo not given) | -3 | 0.19 | 0.27
Cc1ccc(CN=c2c([N+](=O)[O-])nn(-c3ccc4c(c3)OCCO4)n2O)cc1 | -21 | -0.22 | -0.64
CC1(C)CC(=O)N(CC(=O)NC2CCCC2)c2ccccc2S1(=O)=O | . | 0.18 | -0.57
C=CCN1C(=O)CN=C1Nc1ccc(OC)cc1OC | -27 | 1.2 | 0.4
Cn1cc(/C=N/NC(=O)COc2ccccc2[N+](=O)[O-])c2ccccc21 | 9 | -1.4 | -1.6
S=C(NCc1ccco1)N/N=C/c1ccccc1Cl | 33 | -0.14 | 1.4
CCOC(=O)C1CCN(C(=O)c2ccccc2NS(=O)(=O)c2cc(C)ccc2C)CC1 | . | 0.29 | 0.01
COc1cccc(C(c2sc3nc(C)nn3c2O)N2CCN(c3ccccc3F)CC2)c1 (stereo not given) | . | 0.09 | -0.31
COc1ccc(N2C(=O)CC(N3CCN(C4CCc5ccccc5C4)CC3)C2=O)cc1 (stereo not given) | -86 | 0.38 | -0.14
COc1ccc(NS(=O)(=O)c2cccc3nsnc23)cc1OC | -25 | 3.3 | 1.6
CCOc1cc(/C=C2\C(=O)N(c3ccc(C(N)=O)cc3)N=C2C)ccc1OC(=O)c1cccs1 | 10 | -0.01 | -0.31
CC(Sc1ccccc1)C(=O)N(CCC#N)Cc1cccnc1 (stereo not given) | 0 | . | .
O=C(CCSc1ccccc1)Nc1ncccn1 | 58 | 0.22 | -0.21
OC(c1nnc(-c2ccccc2)o1)c1cccs1 (stereo not given) | 75* | . | .
CCOC(=O)c1ccccc1NC(=S)N1CC(C)CC(C)C1 (stereo not given) | . | -0.26 | -0.35
Cc1cc(C)cc(NC(=O)C2CCN(c3nc(C)cc(C)n3)CC2)c1 | 33 | 0.12 | -0.14

No enrichment for hits; 0.91% or so of the library scored in one or more.
